IDE act: human IDE activators in live cells, primary screen, fluorescence polarization, HEK cells, FAbeta-B substrate; Insulin-degrading enzyme (Homo sapiens), P14735; FAbeta-B cleavage; 0% vehicle, 100% cell-free pure enzyme wells; activation, % at 5.96 µM; 340,000 compounds, 0.073% hits;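 active = activation above the mean of all tested compounds plus 3 SD, set per screening campaign, cut at about 17% in these data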
Target sequence (P14735 whole entry, looked up): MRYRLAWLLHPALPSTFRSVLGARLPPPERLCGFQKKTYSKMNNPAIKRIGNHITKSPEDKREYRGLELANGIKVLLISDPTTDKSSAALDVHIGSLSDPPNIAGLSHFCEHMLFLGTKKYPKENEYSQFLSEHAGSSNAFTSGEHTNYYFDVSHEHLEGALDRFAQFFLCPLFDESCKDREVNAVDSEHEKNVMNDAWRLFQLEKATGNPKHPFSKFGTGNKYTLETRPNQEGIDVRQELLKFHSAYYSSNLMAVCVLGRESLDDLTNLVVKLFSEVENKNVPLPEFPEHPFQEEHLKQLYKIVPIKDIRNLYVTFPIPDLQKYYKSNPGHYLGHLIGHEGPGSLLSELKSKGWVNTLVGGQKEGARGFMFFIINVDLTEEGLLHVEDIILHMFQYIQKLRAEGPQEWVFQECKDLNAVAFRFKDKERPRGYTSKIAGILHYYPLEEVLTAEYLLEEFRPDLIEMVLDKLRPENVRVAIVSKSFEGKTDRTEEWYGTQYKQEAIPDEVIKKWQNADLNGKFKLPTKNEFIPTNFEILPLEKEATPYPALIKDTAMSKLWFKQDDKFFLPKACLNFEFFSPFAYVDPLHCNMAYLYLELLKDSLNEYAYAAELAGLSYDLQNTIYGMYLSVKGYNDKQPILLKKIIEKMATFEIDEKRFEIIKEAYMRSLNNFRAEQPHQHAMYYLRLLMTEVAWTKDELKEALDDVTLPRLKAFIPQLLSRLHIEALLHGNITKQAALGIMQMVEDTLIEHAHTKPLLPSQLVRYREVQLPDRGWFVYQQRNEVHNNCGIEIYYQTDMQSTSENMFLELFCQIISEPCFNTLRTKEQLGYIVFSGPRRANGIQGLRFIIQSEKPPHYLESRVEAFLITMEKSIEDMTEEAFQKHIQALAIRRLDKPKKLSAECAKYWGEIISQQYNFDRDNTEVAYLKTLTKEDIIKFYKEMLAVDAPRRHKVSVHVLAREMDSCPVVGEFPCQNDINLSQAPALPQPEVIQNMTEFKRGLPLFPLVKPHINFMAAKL
An asterisk follows results filed as active. Some of the compounds tested; rates above refer to the full screens.

entry	compound	IDE act
1	COc1cc(CCc2ccccc2)c(C(=O)O)c(O)c1CC=C(C)C	5
2	CC(=O)N1CCOc2ccc(S(=O)(=O)NC[C@H]3O[C@@H](n4cnc5c(N)ncnc54)[C@H](O)[C@@H]3O)cc21	5
3	COC(=O)[C@]1(Cc2ccccc2)N[C@H](c2ccc(-c3cccc(Cl)c3)c(OC)c2)[C@@H]2C(=O)N(C)C(=O)[C@@H]21	-1
4	C[C@H](O)[C@@H]1C(=O)N2CCc3ccc(N4CCN(C)CC4)cc3[C@@H]2C[C@@H]1N(C)C(=O)NC1CCCCC1	-2
5	O=S(=O)(Nc1ccc(Cl)cc1NS(=O)(=O)c1ccccc1)c1ccccc1	7
6	O=C1CCCCC1(O)Cc1ccc2c(c1)OCO2 (stereo unspecified)	5
7	COc1ccc(C(NC(=O)CN2C(=O)NC3(CCc4ccccc43)C2=O)c2ccc(OC)cc2)cc1 (stereo unspecified)	6
8	COc1ccccc1-c1cccc([C@@H]2C[C@H]3[C@H](CON3C)CN2Cc2ccccc2)c1	3
9	CCOC(=O)C1=CN(Cc2ccco2)S(=O)(=O)N(C)C1CC (stereo unspecified)	-3
10	O=C(COC(=O)/C=C/c1ccccc1)NNC(=O)c1ccccc1F	1
11	CN(CC(=O)Nc1ccccc1Cl)C(=O)c1ccc(N2C(=O)CCC2=O)cc1	7
12	Cc1nn(-c2ccccc2)c2c1CC(=O)Nc1ccccc1-2	-9
13	Cc1ccc(C)c(N2N=C(C(=O)Nc3ccc(N4CCOCC4)cc3)CCC2=O)c1	3
14	Cc1cc2c(cc1C)C(=O)C(=O)N2	1
15	CC(C)C(=O)Nc1ccc(COc2ccccc2CN(Cc2ccccc2)C(=O)OC(C)(C)C)cc1	4
16	Nc1ncnc2c1ncn2-c1ccccc1Cl	-4
17	COc1ccc(CCNCc2ccc(-c3ccccc3)cc2)cc1OC	-13
18	COc1cc(C(=O)Nc2cc(S(=O)(=O)N3CCOCC3)ccc2N2CCN(C)CC2)cc(OC)c1OC	4
19	CN1OC[C@@H]2CN(C(=O)CCc3ccccc3)[C@H](c3cccc(-c4ccccc4)c3)C[C@@H]21	2
20	CCOC(=O)C1(C)Oc2ccccc2C(C(=O)OC)=C1C(=O)OC (stereo unspecified)	0
21	CC(c1ccccc1)C(OC(=O)c1cccc([N+](=O)[O-])c1C(=O)O)c1ccccc1 (stereo unspecified)	3
22	CC(C)Cn1cnc2c(SCc3ccccc3Cl)nc(N)nc21	-1
23	CC1(c2ccccc2)NC(=O)N(CC(=O)N2CCN(S(=O)(=O)c3cccc(C(F)(F)F)c3)CC2)C1=O (stereo unspecified)	1
24	CC(C)OC(=O)c1ccc(NCc2cc(O)ccc2O)cc1	-10
25	CC(C)NC(=O)CSc1ccccc1C(=O)N1CCN(S(=O)(=O)Cc2ccccc2)CC1	3
26	O=C(NNc1ccccc1)C(=O)NNc1ccccc1	4
27	CCCCOP(=O)(OCCCC)C1(C)CC(=O)CC(C)(C)C1 (stereo unspecified)	1
28	CCN(CC(=O)NC1CCS(=O)(=O)C1)S(=O)(=O)c1ccc(Cl)c(C(F)(F)F)c1 (stereo unspecified)	3
29	Cn1cnc([N+](=O)[O-])c1S(=O)(=O)Oc1ccccc1	1
30	C=CC(=O)Nc1ccc(Nc2ccnc(Nc3ccc(N4CCN(C)CC4)cc3)n2)cc1	5
31	CCCCN1CC(COCc2ccccc2)OCCS1(=O)=O (stereo unspecified)	1
32	COc1ccc(CNC(=O)C[C@H]2C[C@H](C(=O)N3CCOCC3)[C@@]3(C)c4[nH]c5ccc(Cl)cc5c4CCN3C2=O)cc1OC	0
33	O=C(CCNC(=O)c1ccccc1)NC1CCCc2ccccc21 (stereo unspecified)	4
34	Cc1ccnc(NC(=O)c2ccc(OCc3c(C)noc3C)cc2)c1	-2
35	CCOC(=O)CC1=CCc2c1ccc(OC)c2OC	3
36	CC(Oc1ccccc1Cl)C(=O)Nc1ccc(S(=O)(=O)N2CCN(C)CC2)cc1 (stereo unspecified)	3
37	N#C/C(=C/c1ccc(OC(=O)c2ccc(Br)s2)cc1)c1nc2ccccc2[nH]1	3
38	CCCCCCCCC#Cc1nc(C)ccc1OC	-1
39	Cc1ccc(C(=O)NC2CCCCCCC2)cc1S(=O)(=O)N1CCOCC1	4
40	O=C(CC(=O)NN=Cc1ccc2c(c1)CCC2)NN=Cc1ccc2c(c1)CCC2	2
41	CC(C)(C)OC(=O)N(CCc1ccccc1)Cc1ccc(OCc2cccc(NC(=O)/C=C/c3ccccc3)c2)cc1	-1
42	Cc1cnc(C=NNC(N)=S)c2cccc(N)c12	-7
43	Cc1cc2cc3c(=O)[nH]c(=O)nc-3n(CC(O)C(O)C(O)CO)c2cc1C (stereo unspecified)	6
44	Cc1sc2nc(CSCC(=O)Nc3ccc(Cl)cc3F)[nH]c(=O)c2c1C	-1
45	Cc1cccc(C2=NN(c3ccccc3)[C@@H](C(=O)N3CCOC3=O)[C@@H]2c2ccccc2)c1	-1
46	CC(OC(=O)Cc1n[nH]c(=O)c2ccccc12)C(=O)Nc1ccc(S(N)(=O)=O)cc1 (stereo unspecified)	2
47	Cc1ccc(NCC2(N=Cc3ccccc3)OC(CO)C(O)C2O)cc1 (stereo unspecified)	2
48	O=C(NCCN1C(=O)S/C(=C/c2cccnc2)C1=O)c1ccc(S(=O)(=O)N2CCCC2)cc1	3
49	COc1cc(-c2nccc3cc4c(cc23)OCO4)cc(OC)c1OC	-5
50	Cc1nc(NC(=O)COC(=O)c2cccs2)c(Cl)cc1Cl	1

(more compounds)
entry	compound	IDE act
51	COc1ccc(NS(=O)(=O)c2ccc(N3CCOCC3)c(NC(=O)/C=C/C(=O)O)c2)cc1	4
52	Cn1c(=O)c2[nH]c(CCCCc3nc4ccccc4[nH]3)nc2n(C)c1=O	-2
53	O=C(O)c1nnsc1-c1csnn1	0
54	CCN(c1ccccc1)S(=O)(=O)c1cccc(C(=O)NCC(c2ccc(F)cc2)N2CCOCC2)c1 (stereo unspecified)	6
55	CCN1C[C@@H]2[C@@H]3C(=O)N(C)C(=O)[C@@H]3[C@](C)(C1=O)N2C(=O)c1ccc(C(F)(F)F)cc1	1
56	O=C(/C=C/c1ccccc1)Nc1cccc(C(=O)NCCCCc2ccccc2)c1	3
57	O=C(COC(=O)c1ccc(F)cc1F)Nc1cc(S(=O)(=O)N2CCOCC2)ccc1Cl	3
58	O=C(CCCc1ccccn1)c1cccc2ccccc12	2
59	COC1C(CO)OC(n2cnc3c(=S)nc(N)[nH]c32)C1O (stereo unspecified)	-9
60	CC(C)C[C@@H](CNCC(=O)[C@H](CC(=O)O)NC(=O)c1[nH]cnc1C(=O)N[C@H](CN)CC(C)C)NC(=O)c1nc[nH]c1C(=O)N[C@@H](Cc1ccccc1)C(=O)O	-1
61	Cc1ccc(S(=O)(=O)N(C)CCN(C)S(=O)(=O)c2ccc(C)cc2)cc1	4
62	CSCCC(NC(=O)c1ccc(Cl)cc1Cl)C(=O)NCC(c1cccs1)N(C)C (stereo unspecified)	6
63	O=C1NC(=O)C2(C=C(c3ccccc3)C(O)(c3ccccc3)C2)N1 (stereo unspecified)	-1
64	COc1ccc(NC(=O)CN(C)C(=O)C2CC(=O)N(CCc3ccc(OC)c(OC)c3)C2)cc1 (stereo unspecified)	-4
65	O=[N+]([O-])c1ccc(COc2cccc(CN3CCOCC3)c2)cc1	0
66	COC1=C(OC)C(=O)C(Sc2ccc3ccccc3c2)=CC1=O	-39
67	CC(C)=CCC/C(C)=C/CNC(=O)C[C@H]1C[C@H](C(=O)N2CCOCC2)[C@@]2(CCC3CCCC3)c3[nH]c4cc(CCC(=O)N(C)C)ccc4c3CCN2C1=O	3
68	Cc1ccc(S(=O)(=O)/N=C2\C=C(NS(=O)(=O)c3ccccc3)C(=O)c3ccccc32)c(C)c1	7
69	Cc1ccc(OCC(=O)N(C)CC(=O)NCc2ccco2)c(Br)c1	-4
70	CN(Cc1ccccc1)C(=O)c1ccc(NC(=O)Cc2ccc(NC(=O)C3CCCN(C(=O)C4CCCC4)C3)cc2)cc1 (stereo unspecified)	6
71	COC(=O)C1=C(C(=O)OC)C(C(=O)OC)C(C(=O)OC)C(C(=O)OC)(C(=O)OC)C(C(=O)OC)=C1C(=O)OC (stereo unspecified)	0
72	CC(C)CN(C(=O)COC(=O)c1ccccc1SCC(=O)N1CCCC1)C1CCS(=O)(=O)C1 (stereo unspecified)	6
73	CN(C(=O)c1cccc(NC(=O)Cc2cccc(NC(=O)C3CCN(C(=O)C4CCCC4)CC3)c2)c1)C1CC1	1
74	N=c1ccn(O)cc1CCc1ccccc1	-7
75	Cc1nc(-c2ccc(F)cc2)c(CC(=O)N2CCN(S(=O)(=O)c3cccc([N+](=O)[O-])c3)CC2)s1	2
76	CCCn1c(N)c(C(=O)CN(C)CC(=O)Nc2c(C)cc(C)cc2C)c(=O)[nH]c1=O	0
77	C#Cc1cccc(N2C(=O)C3C4C=CC(C3C2=O)C2C(=O)N(c3cccc(C#C)c3)C(=O)C42)c1 (stereo unspecified)	2
78	Cc1ccc(NC(=O)c2ccc(Br)o2)c([N+](=O)[O-])c1	2
79	CCC(=O)c1ccc(OCC(=O)NNC(=O)c2cc(C)oc2C)cc1	8
80	O=C(O)CCC(=O)OCCN(Cc1ccc(Oc2ccc([N+](=O)[O-])cc2)cc1)C(=O)C(Cl)Cl	-5

An excerpt from above in order of length of the SMILES, high to low.
entry	compound	IDE act
7	COc1ccc(C(NC(=O)CN2C(=O)NC3(CCc4ccccc43)C2=O)c2ccc(OC)cc2)cc1 (stereo unspecified)	6
62	CSCCC(NC(=O)c1ccc(Cl)cc1Cl)C(=O)NCC(c1cccs1)N(C)C (stereo unspecified)	6
58	O=C(CCCc1ccccn1)c1cccc2ccccc12	2

The list continues.
entry	compound	IDE act
81	CCC1(c2ccc(Cl)cc2)NC(=O)N(CC(=O)NC2CCCCCC2)C1=O (stereo unspecified)	-2
82	COc1ccccc1C(=O)C(=O)c1ccccc1OC	-3
83	Cc1cc(=O)[nH]c(NN=Cc2c(Cl)cccc2Cl)n1	-2
84	Nc1nc(Cl)nc2c1ncn2C1OCC(O)C(O)C1O (stereo unspecified)	-1
85	COc1ccc(-c2cc(-c3ccccc3)nc(N)n2)c(O)c1	-2
86	O=C(COC(=O)c1cccc(S(=O)(=O)N2CCCCCC2)c1)NCc1ccc(Cl)cc1	-1
87	CCOC(=O)c1ccc(S(=O)(=O)N2CCC(C(=O)N3CCN(c4ccccc4OC)CC3)CC2)cc1	-3
88	CN(C(=O)C=Cc1ccccc1)c1ccccc1	2
89	CC[C@]1(C(=O)OC)[C@H]2C(=O)N(Cc3ccccc3)C(=O)[C@H]2[C@H]2CN=C(SCc3ccc(Cl)cc3)N21	2
90	c1ccc(-c2ccncn2)cc1	-1
91	CC(=O)Nc1ccc(NC(=O)COC(=O)c2ccc(Cl)nc2)cc1	-1
92	O=C(NCCCCc1ccccc1)c1cccc(NC(=O)C2CCCCC2)c1	2
93	CC(OC(=O)C1CC(=O)N(Cc2ccco2)C1)C(=O)Nc1cccc(C#N)c1 (stereo unspecified)	-1
94	Fc1ccc(CCNc2ncnc3[nH]ncc23)cc1	0
95	COc1cc(C)ccc1Oc1ccc([N+](=O)[O-])cc1	-3
96	COc1cccc(-c2noc(CCC(=O)N3CCN(c4cc(C)ccc4C)CC3)n2)c1	4
97	CCN(CC(=O)Nc1ccc2c(c1)OCCO2)C(=O)CCc1ccc(OC)cc1	-1
98	O=S(=O)(c1ccc2c(c1)CCC2)N1CCNCC1	4
99	CC(OC(=O)Cc1ccccc1F)C(=O)Nc1ccc(Cl)cn1 (stereo unspecified)	-1
100	COC(=O)c1sc(NC(=O)c2ccc3c(c2)OCO3)c(C#N)c1C	0

6 neighbouring compounds from above:
entry	compound	IDE act
91	CC(=O)Nc1ccc(NC(=O)COC(=O)c2ccc(Cl)nc2)cc1	-1
92	O=C(NCCCCc1ccccc1)c1cccc(NC(=O)C2CCCCC2)c1	2
93	CC(OC(=O)C1CC(=O)N(Cc2ccco2)C1)C(=O)Nc1cccc(C#N)c1 (stereo unspecified)	-1
94	Fc1ccc(CCNc2ncnc3[nH]ncc23)cc1	0
95	COc1cc(C)ccc1Oc1ccc([N+](=O)[O-])cc1	-3
96	COc1cccc(-c2noc(CCC(=O)N3CCN(c4cc(C)ccc4C)CC3)n2)c1	4

In another format: results already given
99	CC(OC(=O)Cc1ccccc1F)C(=O)Nc1ccc(Cl)cn1 (stereo unspecified)
  IDE act: -1

100	COC(=O)c1sc(NC(=O)c2ccc3c(c2)OCO3)c(C#N)c1C
  IDE act: 0

(list continues)
entry	compound	IDE act
101	CCOC(=O)c1cc(N2CCCCC2)nc2ccccc12	-5
102	COCC(=O)N1CCC2CC1c1cc(Cl)ccc12 (stereo unspecified)	4
103	Cc1cc(OCC(=O)Nc2cccc(S(=O)(=O)N3CCCC3)c2)ccc1Cl	0
104	CCN1C[C@@H]2[C@@H]3C(=O)N(Cc4ccccc4)C(=O)[C@@H]3[C@](Cc3ccccc3)(C1=O)N2C(=O)c1ccc(Br)cc1	3
105	CN1OC[C@@H]2CN(C(=O)C(C)(C)C)[C@H](c3cccc(-c4ccccc4)c3)C[C@@H]21	-2
106	CC1CCN(CC(=O)Nc2ccc3c(c2)OCO3)CC1	2
107	CCCCN(C(=O)C1CCN(C(=O)c2ccccc2C)CC1)c1c(N)n(CC(C)C)c(=O)[nH]c1=O	5
108	COC1=CC(=O)c2c(ccc3ncnc(N)c23)C1=O	0

Screening results (PubChem BioAssay)
